SIRT5 block: SIRT5 desuccinylase inhibitors, primary screen, biochemical, fluorescence imaging, single point, set 5. NAD-dependent protein deacylase sirtuin-5, mitochondrial (Homo sapiens), Q9NXA8. Purified SirT5, succinyl-peptide AMC, trypsin-coupled fluorescence. inhibition, % at 15 µM. hit rate 1.1% among 330,000. AID 652115, 2013; in the data active means inhibition above about 15%
Target sequence (Q9NXA8 whole entry, looked up): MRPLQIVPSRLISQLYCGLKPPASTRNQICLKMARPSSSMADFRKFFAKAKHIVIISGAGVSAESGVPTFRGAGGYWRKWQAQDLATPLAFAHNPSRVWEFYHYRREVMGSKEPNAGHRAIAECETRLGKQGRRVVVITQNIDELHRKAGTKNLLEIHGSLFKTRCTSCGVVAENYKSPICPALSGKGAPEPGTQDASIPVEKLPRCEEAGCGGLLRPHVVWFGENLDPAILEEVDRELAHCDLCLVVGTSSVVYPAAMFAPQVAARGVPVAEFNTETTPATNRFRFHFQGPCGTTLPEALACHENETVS
ARNT TACC3 PPI: disruptors of ARNT/TACC3 protein interaction, primary screen, biochemical, AlphaScreen, single concentration; hit rate 0.66% among 390,000; Transforming acidic coiled-coil-containing protein 3 (Homo sapiens), Q9Y6A5; AlphaScreen His-ARNT PAS-B/GST-TACC3 binding, luminescence; TACC3 fragment carries E629A point mutation; inhibition, % at 9.99 µM; AID 623870, 2012;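 active means mean inhibition of replicates at least 50% and at least half of replicates each reaching 50%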;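 further: 0% = complete ARNT plus TACC3 wells and 100% = ARNT alone without TACC3; many hits fall short of the cut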
LGR2 antag: inhibitors of bursicon-induced LGR2 CRE-luciferase signal, primary screen, cell-based, HEK293, CRE-luciferase reporter, bursicon stimulation; bursicon-stimulated, 4 h; AID 720647, 2013; inhibition, % at 9.99 µM; hit rate 0.35% among 380,000;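 active means drop in luminescence signal, shown as inhibition above about 50% in the replicate tests, limit read from the data, passing the limit was not always enough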;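 further: agonist challenge used bursicon conditioned medium at about half maximal strength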
EWS-Fli inh: EWS/Fli-driven NR0B1 reporter inhibitors, primary screen, A673 cells, NR0B1 luciferase, luminescence, MLPCN library | viability-normalised | inhibition, % at 12.6 µM | hit rate 0.67% among 350,000 | AID 651661, 2012;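 active means mean inhibition of at least 50% after viability correction, with every replicate also passing that limit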;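 further: firefly luciferase signal divided by Alamar Blue viability fluorescence both relative to DMSO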
Casp6 inh: human caspase-6 inhibitors, primary screen, biochemical, VEID-R110 fluorescence, single point, set 2 | P55212 | purified caspase-6, Z-VEID-R110 cleavage fluorescence | inhibition, % at 12.5 µM | hit rate 0.53% among 350,000 | AID 686996, 2013;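 active means mean inhibition across replicates at least about 35%, with every replicate also reaching that limit, limit read from the data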;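 further: 0% = median of neutral control wells and 100% = no fluorescence left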
Target sequence (P55212 24-179 limits assumed): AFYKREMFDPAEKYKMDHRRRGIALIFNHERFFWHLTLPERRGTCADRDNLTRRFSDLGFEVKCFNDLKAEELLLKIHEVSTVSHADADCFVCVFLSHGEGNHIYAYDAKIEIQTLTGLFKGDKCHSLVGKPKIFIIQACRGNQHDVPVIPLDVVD
Target sequence (P55212 194-293 limits assumed): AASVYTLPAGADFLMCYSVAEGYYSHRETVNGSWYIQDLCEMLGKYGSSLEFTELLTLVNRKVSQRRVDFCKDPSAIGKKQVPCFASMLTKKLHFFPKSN
DENV2 CPE rescue: inhibitors of DENV2 cytopathic effect, primary screen, cell-based, plate reader, single concentration; DENV2-infected cells, cytopathic effect rescue; CPE inhibition, % at 9.99 µM; hit rate 1.7% among 350,000; AID 651640, 2012; in the data active means CPE inhibition above about 20%, passing the limit was not always enough; tested in BHK-21 cells;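 further: 0% = median of neutral control wells and 100% = median of positive control wells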
PAX8 inh HTS: inhibitors of PAX8-driven TPO luciferase reporter, primary screen, RMG-I cells, single concentration; SteadyGlo, 24 h; inhibition, % at 12.6 µM; hit rate 1.2% among 360,000;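 active means mean replicate inhibition at least 60% with every replicate also reaching 60%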;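 further: luciferase light reporting Pax8 driven TPO promoter activity; plate controls were median of neutral control wells for no effect and mitoxantrone controls for full effect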
The depositor's hits bear a star; . = no result given. Compounds as they come; any-hit rate near 4.9%.

Structure	SIRT5 block	ARNT TACC3 PPI	LGR2 antag	EWS-Fli inh	Casp6 inh	DENV2 CPE rescue	PAX8 inh HTS
O=C(O)C1CCc2nc(NCc3ccccc3)nc(NCc3ccccc3)c2C1 (centres undefined)	0	2	-5	-1	-1	5	.
CCN(CCn1cccn1)C(=O)c1cccc(OC2CCN(S(C)(=O)=O)CC2)c1	-6	-9	12	3	-1	-2	3
CCOc1ccc(S(=O)(=O)N2CCC(C(=O)NCc3ccncc3)CC2)cc1C	-4	-19	3	17	0	-4	13
C[C@@H]1CCCCO[C@@H](CN(C)Cc2ccc(C(=O)O)cc2)[C@H](C)CN([C@H](C)CO)C(=O)c2cc(NC(=O)c3ccccc3)ccc2O1	1	-1	12	1	2	79*	1
Cc1nn(-c2cccc([N+](=O)[O-])c2)c(N)c1-c1ccccc1	3	4	-60	-108	13	-2	-132
CC(C)NC(=O)N(C)C[C@@H]1Oc2c(NC(=O)c3cnccn3)cccc2C(=O)N([C@@H](C)CO)C[C@H]1C	-1	1	8	.	1	-3	-5
COc1ccccc1Cn1c(=O)oc2ccccc21	.	.	3	-12	-5	-15	-9
CCC(=O)N(C)C[C@@H]1Oc2ncc(-c3ccccc3C)cc2C(=O)N([C@H](C)CO)C[C@H]1C	0	-10	9	-7	1	-10	.
CC(=O)Nc1ccc(NC(=O)CSc2ccc3nnc(CCNS(=O)(=O)c4ccc(C)cc4)n3n2)cc1	-2	12	-5	8	3	-4	1
COc1ccccc1NC(=O)Nc1nc(CC(=O)N2CCN(c3ccc(F)cc3)CC2)cs1	-1	3	9	3	-7	40*	26
CC(=O)c1cccc(Nc2nc(-c3sc(N)nc3C)cs2)c1	1	35	1	-31	11	-6	-15
NC(=O)CC(NC(=O)c1ccccc1)c1ccc(NCCc2ccc(Cl)cc2)c([N+](=O)[O-])c1 (centres undefined)	0	0	10	4	2	-8	-4
CCc1ccc(-c2nc(CCl)cs2)cc1	0	-6	-54	-32	0	-2	-119
Cc1ccc2c(c1)-c1[nH]c(=S)ncc1CS2	-1	3	12	7	-3	4	-8
COc1ccc(S(=O)(=O)Nc2ccc3c(c2)C(=O)N([C@H](C)CO)C[C@H](C)[C@@H](CN(C)S(=O)(=O)c2ccccc2)OCCCC[C@H](C)O3)cc1	14	.	-6	2	1	-1	42

Two records drawn at random from those above, as already listed:
Structure	SIRT5 block	ARNT TACC3 PPI	LGR2 antag	EWS-Fli inh	Casp6 inh	DENV2 CPE rescue	PAX8 inh HTS
CCc1ccc(-c2nc(CCl)cs2)cc1	0	-6	-54	-32	0	-2	-119
NC(=O)CC(NC(=O)c1ccccc1)c1ccc(NCCc2ccc(Cl)cc2)c([N+](=O)[O-])c1 (centres undefined)	0	0	10	4	2	-8	-4

(cont.)
Structure	SIRT5 block	ARNT TACC3 PPI	LGR2 antag	EWS-Fli inh	Casp6 inh	DENV2 CPE rescue	PAX8 inh HTS
COc1ccc(CN(C)C[C@@H]2Oc3ccc(NC(=O)c4ccncc4)cc3C(=O)N([C@@H](C)CO)C[C@@H]2C)cc1	-4	-2	20	-9	0	8	-11
O=C(C[C@@H]1CC[C@H](NC(=O)C2CCC2)[C@@H](CO)O1)NCCCN1CCOCC1	-3	6	21	-2	1	0	1
Cc1csc2nc(COC(=O)CNC(=O)c3ccc(Cl)cc3)cc(=O)n12	3	.	.	-4	3	-3	8
N#C[C@@H]1[C@@H](c2ccccc2-c2cccc(F)c2)[C@H](CO)N1C(=O)NC1CCCC1	2	.	2	3	-3	1	.
O=C(COC(=O)/C=C/c1ccc([N+](=O)[O-])cc1)Nc1ccc(F)cc1	-3	-18	1	2	3	-6	0
Cc1ccccc1/C=C1\SC(=S)N(/N=C/c2cc([N+](=O)[O-])ccc2O)C1=O	-4	.	5	8	1	.	-11
CS(=O)(=O)Nc1ccc2c(c1)[C@@H]1C[C@@H](CC(=O)N3CCc4ccccc4C3)O[C@@H](CO)[C@@H]1O2	-1	-1	-7	-1	-3	-4	7
O=C1CC/C=C\C[C@@H](CC(=O)N(CCO)Cc2ccccc2)C(=O)NCCO1	-3	2	10	-21	-2	-5	-4
O=C(NNC(=O)c1ccc(NC(=O)c2ccccc2)cc1)c1ccccc1	-2	-6	.	-5	0	0	15
CS(=O)(=O)c1ccc2nc(NC(=O)c3cccc(NS(=O)(=O)c4ccc(F)c(F)c4)c3)sc2c1	.	-5	-5	.	.	.	11
CC1(C)CC(=O)N(CC(=O)NCc2ccc(F)cc2)c2ccccc2S1(=O)=O	-2	-2	18	-5	1	19	-17
COc1ccc(OC)c(NC(=O)CCNC(=O)Cn2cnc3ccccc3c2=O)c1	0	-1	1	1	1	1	2
CCOC(=O)c1ccc(NC(=S)N2CCN(Cc3ccccc3)CC2)cc1	.	5	13	.	.	.	2
CC(C)(C)NC(=O)C(c1ccccc1)n1c(=O)c(-c2cc3ccccc3[nH]2)nc2ccccc21 (centres undefined)	.	.	8	6	3	18	10
Cc1ccc(S(=O)(=O)N(C)C[C@H]2Oc3ccc(NC(=O)Nc4cccc5ccccc45)cc3CC(=O)N([C@H](C)CO)C[C@@H]2C)cc1	4	12	-1	9	2	-5	.
CN1CCN(NC(=O)/C=C/c2ccc(Br)cc2)CC1	0	0	-1	.	-4	3	-32
C[C@H](CO)N1C[C@H](C)[C@@H](CN(C)C(=O)C2CC2)Oc2ncc(-c3cccnc3)cc2C1=O	-6	0	1	2	-1	-13	.
COc1ccc(NC(=O)Nc2ccc3c(c2)C(=O)N([C@@H](C)CO)C[C@@H](C)[C@@H](CN(C)C(=O)C2CCCCC2)OCCCC[C@H](C)O3)cc1	1	-14	2	3	-2	-17	1
CCOC(=O)C(=O)Cc1nc(OCc2ccccc2)cc(OCc2ccccc2)n1	.	-5	-19	8	-3	4	-5
Cc1cccc(Nc2c([N+](=O)[O-])cc(C(=O)N3CC(=O)Nc4ccccc43)cc2[N+](=O)[O-])c1	-1	4	3	-8	-2	2	43
O=C(NCCCN1CCOCC1)c1c(-c2ccccc2)oc2c1C(OCCCCCO)CCC2 (centres undefined)	-8	.	-9	-13	0	3	-13
Cc1ccccc1CN(C)CCS(=O)(=O)c1cc(Cl)ccc1Cl	2	-9	-8	12	-1	-6	20
COc1ccc(C(=O)NCc2nnc(SCC(=O)N3CCCc4ccccc43)o2)cc1OC	-6	1	15	0	1	12	-8
C/C(=N\NC(=O)CNc1cccc(Cl)c1C)c1cccs1	-10	-5	-6	-12	.	1	-6
CCN(CC)c1ccc(NC(=O)Nc2ccccc2)cc1	-5	12	-99	-90	1	-5	-167
COCC#Cc1cnc2c(c1)C(=O)N([C@H](C)CO)C[C@@H](C)[C@@H](CN(C)C(=O)Cc1cccnc1)O2	-4	-1	0	-2	3	-8	.
O=C(C[C@@H]1C[C@H]2c3cc(NC(=O)c4cccnc4)ccc3O[C@H]2[C@H](CO)O1)NCc1ccccc1	7	-3	5	13	-2	2	3
CO[C@H]1CN(C)C(=O)c2cc(NC(=O)C3CCOCC3)ccc2OC[C@@H](C)N(Cc2cccnc2)C[C@H]1C	1	-5	2	-319	.	3	-20
CC1CCC/C(=C(\C#N)c2nc(-c3cc4ccccc4oc3=O)cs2)C1 (centres undefined)	.	6	-51	.	.	.	-57
CCCCNC(=O)CCn1nc(-c2ccc(C)cc2)c2ccccc2c1=O	-3	-4	5	0	.	7	12
CN1C(=O)c2cc(NC(=O)c3ccc4c(c3)OCO4)ccc2OC[C@H]2O[C@@H](CC(=O)O)CC[C@H]21	-5	14	-9	-3	1	69*	-7
COc1ccc(N2C(=O)C3ON(C4SC(=S)N(C)C4(C)C)C(c4ccc(Cl)cc4)C3C2=O)cc1 (centres undefined)	.	-1	3	.	.	.	12
Cc1ccccc1-c1cnc2c(c1)C(=O)N([C@H](C)CO)C[C@H](C)[C@H](CN(C)C(=O)c1ccc(F)cc1)O2	2	-6	-8	-3	7	1	.
CC(=O)Nc1ccc(-c2csc(Nc3ncccn3)n2)cc1	1	-4	-66	-131	-9	4	-81
Cc1ccc(S(=O)(=O)N(C)C[C@@H]2Oc3ncc(-c4ccc(F)cc4)cc3C(=O)N([C@H](C)CO)C[C@@H]2C)cc1	-2	1	7	5	1	-10	.
Cc1ccc(C(=O)N/C(=C\c2cccs2)C(=O)NCCCn2ccnc2)cc1	.	2	-1	.	.	.	-3
C[C@H](CO)N1C[C@H](C)[C@H](CN(C)C(=O)Nc2ccc3c(c2)OCO3)OCCCC[C@H](C)Oc2ccc(NS(=O)(=O)c3ccc(F)cc3)cc2C1=O	.	-4	15	-13	.	-8	7
CCn1nc(C(=O)Nc2nc3ccc(C)cc3s2)c2ccccc2c1=O	-4	-3	-8	4	-1	-11	.
COc1ccc(OC)c(NC(=O)CSc2nnc(CNC(=O)c3ccccc3F)o2)c1	-4	7	7	.	3	1	-6
Cc1nc2c(sc(=S)n2Cc2ccco2)c(=O)n1CC(=O)Nc1ccccc1Cl	1	-10	-6	1	-9	-9	8
COc1ccc(N2CCN(C(=O)COC(=O)c3cnccn3)CC2)cc1	-2	-3	14	1	3	2	.
OCC[C@H]1C[C@@H](O)[C@H](O)[C@@]2(Cc3ccccc3CCO2)O1	0	-4	14	-1	-2	23*	-4
Cc1ccc(NC(=O)CNC(=O)c2cccc(C)c2)nc1	2	0	12	-11	2	-4	18
C[C@@H]1CN([C@@H](C)CO)C(=O)Cc2cc(NC(=O)Nc3ccc4c(c3)OCO4)ccc2O[C@@H]1CN(C)Cc1ccc(Oc2ccccc2)cc1	-2	0	19	16	-1	-8	.
COC(=O)c1ccccc1NC(=O)C/C(C)=N/NC(=O)CC#N	9	24	-31	11	3	4	8
COc1cc(/C=C/CNC[C@H]2O[C@@H](n3cnc4c(=O)[nH]c(N)nc43)[C@H](O)[C@@H]2O)ccc1O	0	.	.	10	5	1	11
CCOC(=O)N1CCC(NCCNC(=O)c2cccc(F)c2)CC1	-2	-4	-8	-8	-1	-7	-18
CCCNC(=O)N1CC2(C1)[C@H](c1ccccc1)[C@H](CO)N2Cc1cccc(F)c1	24*	.	6	7	1	-6	4
Cc1cc(Cl)ccc1C(=O)C1CCCN(C(=O)c2cccnc2C)C1 (centres undefined)	1	-2	7	0	-1	1	4
Cc1cccc(-c2cc(C(=O)N/N=C/c3cccnc3)c3ccccc3n2)c1	3	6	-18	-18	2	-7	-14
Cc1ccc(NC(=O)c2ccc([N+](=O)[O-])o2)cc1C	1	-6	-70	-71	3	-3	22
N#Cc1ccc(C(=O)Nc2ccn(-c3ccccc3)n2)cc1	1	-5	7	-11	0	6	-13
O=C1C(=C(O)c2ccccc2)C(=O)c2ccccc21	1	-3	1	-8	2	1	.
CCCNC(=O)N1CC(=O)N2[C@H](CO)[C@@H](c3ccc(-c4ccc(C)cc4)cc3)[C@H]2C1	2	.	-8	-6	0	-1	26
Cc1cccc(NC(=O)Cn2c(O)c(N=NC(N)=S)c3ccccc32)c1	-1	-8	7	26	-2	8	9
O=Cc1ccc(OCc2ccc3ccccc3c2)cc1	0	-41	-53	-100	-1	1	-142
O=C(C[C@H]1C[C@@H]2c3cc(NS(=O)(=O)c4ccccc4)ccc3O[C@@H]2[C@H](CO)O1)NC1CCCCC1	-1	-14	4	5	1	1	-7
CCC1CN(C(=O)N2CCC(C(=O)NCc3ccco3)CC2)c2cc(C)ccc2O1 (centres undefined)	-3	-3	-2	.	0	-3	5
CCn1cc(C(=O)N2CCCC(C(=O)c3ccc4ccccc4c3)C2)cn1 (centres undefined)	-4	.	-16	3	3	-6	3
Cc1ccc(S(=O)(=O)N2CCC(C(=O)OCc3ccc([N+](=O)[O-])cc3)CC2)cc1	.	-3	.	-2	0	3	5

High-throughput results from PubChem.
